Screening data as filed in PubChem.
LAP4-GFP MLPCN = yeast TOR pathway LAP4-GFP modulation. S. cerevisiae LAP4-GFP multiplex, flow cytometry GFP, 3 h; median GFP as percent of DMSO wells. GFP response vs DMSO, % at 10 µM. 320,000 tested, 0.34% active. AID 2023;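 active = GFP response vs DMSO above a set limit, about the screen mean plus 3 SD, cut at about 150% in these data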
procasp3 activ = procaspase-3 (human) activation; recombinant procaspase-3 D3A, Ac-DEVD-pNA absorbance 405 nm; activation, % at 8.5 µM; 330,000 tested, 0.11% active; P42574;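 active = activation above the mean of all tested compounds plus 3 SD, cut at about 21% in these data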;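 note: 0% = DMSO alone and 100% = DMSO wells spiked with extra 5 µM PC-3 D3A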
Target sequence (P42574 whole entry D9A/D28A/D175A): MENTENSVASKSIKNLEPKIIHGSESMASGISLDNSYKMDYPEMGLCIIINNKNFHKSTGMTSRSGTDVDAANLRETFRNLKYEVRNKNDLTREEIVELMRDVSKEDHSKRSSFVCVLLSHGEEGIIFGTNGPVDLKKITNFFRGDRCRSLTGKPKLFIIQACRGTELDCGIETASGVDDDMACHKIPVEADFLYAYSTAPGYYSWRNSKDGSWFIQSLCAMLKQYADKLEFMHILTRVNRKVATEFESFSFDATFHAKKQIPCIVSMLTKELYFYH
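Assay system: Procaspase-3 D3A mutant, all three cleavage aspartates alanine. Buffer or medium: Zinc-free HEPES saline buffer with Triton X-100. Times: 1 h compound preincubation, 2 h substrate hydrolysis at 25 °C. Measured by: 405 nm absorbance of p-nitroaniline, reads at 0 and 120 min. Read-out basis: percent activation relative to control range. Replicates: singlicate.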
proCasp7 act = activates human procaspase-7, counter-screen for procaspase-3 activators | recombinant procaspase-7, Ac-DEVD-pNA absorbance 405 nm; D23A/D198A/D206A triple mutant, cannot self-cleave; scale: DMSO 0, 5 µM enzyme 100 | activation, % at 8.5 µM | 330,000 tested, 0.093% active;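 active = percent activation above the screen-wide mean plus 3 SD, cut at about 25% in these data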
Target sequence (P55210 whole entry D23A/D198A/D206A): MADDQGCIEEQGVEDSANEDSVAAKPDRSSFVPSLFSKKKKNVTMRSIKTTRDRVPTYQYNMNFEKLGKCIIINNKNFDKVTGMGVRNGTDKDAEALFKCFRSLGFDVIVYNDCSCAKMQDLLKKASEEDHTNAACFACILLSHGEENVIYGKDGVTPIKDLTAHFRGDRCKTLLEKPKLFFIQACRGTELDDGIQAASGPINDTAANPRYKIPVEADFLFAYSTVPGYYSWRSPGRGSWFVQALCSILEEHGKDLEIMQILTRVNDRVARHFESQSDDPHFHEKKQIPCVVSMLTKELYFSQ
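System: Uncleavable procaspase-7 mutant enzyme; Amount: 2 µM procaspase-7 mutant as dispensed; Schedule: 1 h compound preincubation, 2 h substrate cleavage, 25 °C; Measured by: 405 nm absorbance of p-nitroaniline; Evaluation: percent activation from buffer-corrected 0–120 min absorbance change; Control set: low DMSO alone, high DMSO plus 5 µM PC-7.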
MEP2-GFP yeast = alters MEP2-GFP fluorescence in TOR pathway yeast screen; S. cerevisiae MEP2-GFP strain, flow cytometry GFP, 3 h; 100% = DMSO control level; AID 2016; GFP response vs DMSO, % at 10 µM; 330,000 tested, 0.51% active;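 active = GFP response versus DMSO above a set limit, roughly screen mean plus 3 SD, cut at about 180% in these data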;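 note: median GFP fluorescence of the barcode-gated MEP2-GFP cells per well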
AHR act = activators of human aryl hydrocarbon receptor; activation, % at 5 µM; AHR-responsive luciferase reporter cells, luminescence; AID 2796; 320,000 tested, 2.5% active; in the data active = activation above about 47%;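 note: 0% = vehicle wells and 100% = reference agonist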
CR mimetic SO = caloric restriction mimetics inhibiting age-related superoxide in yeast; S. cerevisiae aged cells, superoxide DHE fluorescence; hits give low values; superoxide response (% of plate mean), % at 10 µM; 330,000 tested, 0.18% active; AID 2690;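 active = superoxide response under a set limit, about three screen SD below normal, cut at about 65% in these data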;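 note: yeast aged for seven days with compound at 30 °C before DHE staining; 100% = average MFI of all compound-treated wells on the plate with controls excluded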
GASC-1 inh = human JMJD2C demethylase inhibition. Q9H3R0. GST-JMJD2C(1-420) H3K9me3 demethylation, DELFIA europium. inhibition, % at 2.35 µM. 330,000 tested, 0.069% active. AID 2099;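 active = more than half of a compound's replicate wells show inhibition beyond 50%, single wells judged on their own value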;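 note: signal counts dimethyl H3K9 product captured on neutravidin plate; 0% = median of DMSO wells and 100% = 0.3 times that DMSO median; strong numbers were not always called active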
Target sequence (Q9H3R0 1-420 limits assumed): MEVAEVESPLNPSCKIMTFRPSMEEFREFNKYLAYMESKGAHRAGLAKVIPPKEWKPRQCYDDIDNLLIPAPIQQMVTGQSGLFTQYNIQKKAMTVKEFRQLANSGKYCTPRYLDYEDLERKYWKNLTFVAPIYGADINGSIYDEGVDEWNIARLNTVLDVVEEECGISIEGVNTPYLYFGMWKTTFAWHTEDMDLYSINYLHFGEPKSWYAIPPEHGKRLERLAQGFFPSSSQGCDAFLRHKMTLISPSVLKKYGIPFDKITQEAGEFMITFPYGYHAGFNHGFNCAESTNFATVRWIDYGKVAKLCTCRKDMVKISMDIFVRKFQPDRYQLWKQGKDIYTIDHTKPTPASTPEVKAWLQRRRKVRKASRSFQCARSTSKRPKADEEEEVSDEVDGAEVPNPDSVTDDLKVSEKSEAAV
RPL19A-GFP yeast = yeast TOR pathway RPL19A-GFP modulation. S. cerevisiae RPL19A-GFP strain, flow cytometry, 3 h; hits give low values. percent response vs DMSO, % at 10 µM. 330,000 tested, 0.3% active;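 active = percent response vs DMSO below 50%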;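 note: median channel GFP fluorescence of the barcoded RPL19A-GFP strain; ratio of sample median GFP to plate DMSO average so 100% = DMSO; lower means less RPL19A-GFP as with rapamycin TOR inhibition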
* = called active by the depositor; [ ] = remark or other dose.

For CCOC(=O)c1sc(NC(=O)CCc2ccccc2)nc1C the results were LAP4-GFP MLPCN 93, procasp3 activ -6, proCasp7 act 0, MEP2-GFP yeast 104, AHR act 4, CR mimetic SO 97, GASC-1 inh 18 and RPL19A-GFP yeast 101.
COc1cccc(NC(=O)Cn2c(CCC(=O)O)ccc2-c2ccc(C)cc2)c1 was read as LAP4-GFP MLPCN 101, procasp3 activ 6, proCasp7 act -19, MEP2-GFP yeast 109, AHR act 1, CR mimetic SO 91, GASC-1 inh 8 and RPL19A-GFP yeast 108.
For Cc1sc2ncnc(NCCc3ccc(S(N)(=O)=O)cc3)c2c1C the results were LAP4-GFP MLPCN 94, procasp3 activ 0, proCasp7 act -2, MEP2-GFP yeast 96, AHR act -7, CR mimetic SO 86, GASC-1 inh -22 and RPL19A-GFP yeast 95.
For Clc1ccc(-c2nnc(C3CCCCC3)o2)cc1 the results were LAP4-GFP MLPCN 109, procasp3 activ 5, proCasp7 act 11, MEP2-GFP yeast 102, AHR act -6, CR mimetic SO 109, GASC-1 inh 16 and RPL19A-GFP yeast 102.
Screening O=C(NCc1cccnc1)C(=O)Nc1cc2c3c(c1)CC(=O)N3CCC2 returned LAP4-GFP MLPCN 82, procasp3 activ 4, proCasp7 act -6, MEP2-GFP yeast 87, AHR act 2, CR mimetic SO 89, GASC-1 inh 1 and RPL19A-GFP yeast 83.
CC(O)CNCCCOc1cccc(C(F)(F)F)c1 (stereo not given) was read as LAP4-GFP MLPCN 92, procasp3 activ -3, proCasp7 act 0, MEP2-GFP yeast 94, AHR act 1, CR mimetic SO 98, GASC-1 inh 18 and RPL19A-GFP yeast 92.
CC1CCCCN1C(=O)CSc1nnc(-c2ccccc2F)o1 (stereo not given) was read as LAP4-GFP MLPCN 96, procasp3 activ -4, proCasp7 act 3, MEP2-GFP yeast 107, AHR act 7, CR mimetic SO 98, GASC-1 inh 3 and RPL19A-GFP yeast 106.
Screening N=C1S/C(=C\c2cn[nH]c2-c2ccc(F)cc2)C(=O)N1c1ccccc1F returned LAP4-GFP MLPCN 102, procasp3 activ -3, proCasp7 act -3, MEP2-GFP yeast 105, AHR act 2, CR mimetic SO 90, GASC-1 inh -1 and RPL19A-GFP yeast 101.
Cc1ccc(N2CCN(C(=S)Nc3ccc(Cl)cc3)CC2)cc1 was read as LAP4-GFP MLPCN 93[may fluoresce violet], MEP2-GFP yeast 165[may fluoresce violet], CR mimetic SO 109, GASC-1 inh 0 and RPL19A-GFP yeast 90[may fluoresce violet].
`CCOc1ccc(C(=O)N/N=C/c2ccccc2[N+](=O)[O-])cc1` gave LAP4-GFP MLPCN 89, procasp3 activ -4, proCasp7 act -2, MEP2-GFP yeast 94, AHR act 26, CR mimetic SO 101, GASC-1 inh -1 and RPL19A-GFP yeast 102.
`COc1ccc(OC)c(C(=O)COC(=O)COc2ccccc2)c1` gave LAP4-GFP MLPCN 93, procasp3 activ 6, proCasp7 act -13, MEP2-GFP yeast 98, AHR act 4, CR mimetic SO 85, GASC-1 inh -1 and RPL19A-GFP yeast 101.
Screening CCOC(=O)c1cc(OC(=O)c2cccnc2)n(-c2ccccc2)n1 returned LAP4-GFP MLPCN 85, procasp3 activ -2, proCasp7 act 2, MEP2-GFP yeast 93, AHR act 0, CR mimetic SO 99, GASC-1 inh 3 and RPL19A-GFP yeast 92.
O=C(CN1C(=O)C2C3CC(C(Br)C3Br)C2C1=O)Nc1ccc(C(=O)O)cc1 (stereo not given) was read as LAP4-GFP MLPCN 90, procasp3 activ 0, proCasp7 act 10, MEP2-GFP yeast 98, AHR act 0, CR mimetic SO 54*, GASC-1 inh 0 and RPL19A-GFP yeast 93.
For COc1ccccc1OCCC(=O)OCC(=O)Nc1cccc(Br)c1 the results were LAP4-GFP MLPCN 97, procasp3 activ -9, proCasp7 act 2, MEP2-GFP yeast 96, AHR act -2, CR mimetic SO 112, GASC-1 inh 7 and RPL19A-GFP yeast 95.
`CC(C)N(C(=O)COC(=O)CCC(=O)c1cccs1)c1ccccc1` gave LAP4-GFP MLPCN 94, procasp3 activ 9, proCasp7 act 2, MEP2-GFP yeast 92, AHR act 0, CR mimetic SO 105, GASC-1 inh -8 and RPL19A-GFP yeast 98.
Screening OCCN1CCN(CC/C=C2/c3ccccc3CSc3ccccc32)CC1 returned LAP4-GFP MLPCN 102, procasp3 activ 0, proCasp7 act -4, MEP2-GFP yeast 98, AHR act -1, CR mimetic SO 94, GASC-1 inh -19 and RPL19A-GFP yeast 98.
COc1ccc(NC(=O)c2ccccc2NC(=O)CSc2ccccc2)cc1 was read as LAP4-GFP MLPCN 88, procasp3 activ 8, proCasp7 act -4, MEP2-GFP yeast 94, AHR act 0, CR mimetic SO 99, GASC-1 inh -5 and RPL19A-GFP yeast 92.
`O=c1cnnc(Nc2cccc(F)c2)[nH]1` gave LAP4-GFP MLPCN 105, procasp3 activ -2, proCasp7 act 5, MEP2-GFP yeast 95, AHR act 21, CR mimetic SO 108, GASC-1 inh -2 and RPL19A-GFP yeast 100.
Screening Cc1ccc(S(=O)(=O)n2cccc2CO)cc1 returned LAP4-GFP MLPCN 101, procasp3 activ -1, proCasp7 act 2, MEP2-GFP yeast 92, AHR act -1, CR mimetic SO 108, GASC-1 inh 0 and RPL19A-GFP yeast 103.
CCN(C(=O)CN1C(=O)c2ccc([N+](=O)[O-])cc2C1=O)C1CCS(=O)(=O)C1 (stereo not given) was read as LAP4-GFP MLPCN 99, procasp3 activ 11, proCasp7 act 6, MEP2-GFP yeast 96, AHR act -1, CR mimetic SO 114, GASC-1 inh 0 and RPL19A-GFP yeast 99.
`c1ccc(C2OC3c4cccc5cccc(c45)C3N2c2ccccc2)cc1` (stereo not given) gave LAP4-GFP MLPCN 105, procasp3 activ 3, proCasp7 act -3, MEP2-GFP yeast 117, AHR act 14, CR mimetic SO 114, GASC-1 inh -32 and RPL19A-GFP yeast 103.
Screening CCCC(C(=O)NC1CCCC1)N(Cc1ccccc1)C(=O)c1snc(C(N)=O)c1N (stereo not given) returned LAP4-GFP MLPCN 93, procasp3 activ -3, proCasp7 act -5, MEP2-GFP yeast 104, AHR act -5, CR mimetic SO 100, GASC-1 inh -11 and RPL19A-GFP yeast 101.
Screening CC(=O)OCC1OC(Sc2cccc3cccnc23)C(OC(C)=O)C(OC(C)=O)C1OC(C)=O (stereo not given) returned LAP4-GFP MLPCN 98, procasp3 activ -7, proCasp7 act 15, MEP2-GFP yeast 93, AHR act 5, CR mimetic SO 96, GASC-1 inh 8 and RPL19A-GFP yeast 96.
CCCC(=O)Nc1ccc(C(=O)NCCc2ccc(F)cc2)cc1 was read as LAP4-GFP MLPCN 91, procasp3 activ 2, proCasp7 act 8, MEP2-GFP yeast 96, AHR act 8, CR mimetic SO 83, GASC-1 inh 2 and RPL19A-GFP yeast 99.
For CCOc1ccc(-n2c(Cc3cc(=O)[nH]c(=O)[nH]3)nnc2SCC(=O)OC)cc1 the results were LAP4-GFP MLPCN 99, procasp3 activ 5, proCasp7 act 1, MEP2-GFP yeast 113, AHR act -1, CR mimetic SO 100, GASC-1 inh 2 and RPL19A-GFP yeast 101.
`COc1ccccc1/C=C/C(=O)OCC(=O)c1cc(C)n(C)c1C` gave LAP4-GFP MLPCN 98, procasp3 activ 7, proCasp7 act 7, MEP2-GFP yeast 100, AHR act 1, CR mimetic SO 91, GASC-1 inh -1 and RPL19A-GFP yeast 101.
`COc1ccc([C@H]2CC(=O)C=C(c3cccc(OC)c3)C2)cc1` gave LAP4-GFP MLPCN 109, procasp3 activ 1, proCasp7 act 6, MEP2-GFP yeast 94, AHR act -1, CR mimetic SO 93, GASC-1 inh 7 and RPL19A-GFP yeast 94.
`COc1ccc(C2=NN(c3ccccc3)C(c3cn(CCC(=O)O)nc3-c3ccccc3)C2)cc1` (stereo not given) gave LAP4-GFP MLPCN 110, procasp3 activ 12, proCasp7 act 11, MEP2-GFP yeast 99, AHR act 1, CR mimetic SO 101, GASC-1 inh 4 and RPL19A-GFP yeast 97.
For O=C1NC(=O)C(c2ccc(Cl)cc2)N1 (stereo not given) the results were LAP4-GFP MLPCN 102, procasp3 activ 1, proCasp7 act 4, MEP2-GFP yeast 99, AHR act -2, CR mimetic SO 87, GASC-1 inh -4 and RPL19A-GFP yeast 98.
CCNC(=O)N(CC)C[C@H]1N[C@@](C)(C(=O)OC)[C@H]2C(=O)N(C)C(=O)[C@@H]12 was read as LAP4-GFP MLPCN 92, procasp3 activ 7, proCasp7 act -5, MEP2-GFP yeast 98, AHR act -1, CR mimetic SO 98, GASC-1 inh 3 and RPL19A-GFP yeast 93.
`CCCc1cc(C(=O)NC2CCCN(Cc3ccccc3F)C2)no1` (stereo not given) gave LAP4-GFP MLPCN 93, procasp3 activ 0, proCasp7 act 9, MEP2-GFP yeast 103, AHR act -1, CR mimetic SO 92, GASC-1 inh 24 and RPL19A-GFP yeast 99.
Cc1cc2c(cc1C)N(Cc1ccccc1)C1=NCCCN12 was read as LAP4-GFP MLPCN 114, procasp3 activ 4, proCasp7 act -1, MEP2-GFP yeast 101, AHR act 0, CR mimetic SO 75, GASC-1 inh 2 and RPL19A-GFP yeast 101.
`Cc1cc(C)c(C)c(Cn2c(CO)nc3ccccc32)c1C` gave LAP4-GFP MLPCN 84, procasp3 activ 5, proCasp7 act 1, MEP2-GFP yeast 93, AHR act 12, CR mimetic SO 106, GASC-1 inh -4 and RPL19A-GFP yeast 87.
CC(C)Cn1c(N)c(C(=O)CSc2nnc(-c3ccco3)n2C)c(=O)n(C)c1=O was read as LAP4-GFP MLPCN 96, procasp3 activ 3, proCasp7 act -11, MEP2-GFP yeast 100, AHR act -1, CR mimetic SO 88, GASC-1 inh 4 and RPL19A-GFP yeast 97.
`Nc1ccc(S(=O)(=O)Nc2ccc(C(=O)c3ccccc3)cc2)cc1` gave LAP4-GFP MLPCN 85, procasp3 activ 0, proCasp7 act 0, MEP2-GFP yeast 104, AHR act 0, CR mimetic SO 101, GASC-1 inh -1 and RPL19A-GFP yeast 107.
`O=S(=O)(c1ccc(SCc2ccccc2)nc1)N1CCCC1` gave LAP4-GFP MLPCN 107, procasp3 activ 11, proCasp7 act -1, MEP2-GFP yeast 96, AHR act 0, CR mimetic SO 82, GASC-1 inh 3 and RPL19A-GFP yeast 89.
`Cc1ccc(NC(=O)C(OC(=O)c2cnc(C)cn2)c2ccccc2)c([N+](=O)[O-])c1` (stereo not given) gave LAP4-GFP MLPCN 85, procasp3 activ 10, proCasp7 act 13, MEP2-GFP yeast 106, AHR act -2, CR mimetic SO 115, GASC-1 inh 17 and RPL19A-GFP yeast 106.
For COc1cccc(N2CCN(C(=O)/C=C/c3ccco3)CC2)c1 the results were LAP4-GFP MLPCN 76, procasp3 activ -16, proCasp7 act -10, MEP2-GFP yeast 95, AHR act 7, CR mimetic SO 82, GASC-1 inh -6 and RPL19A-GFP yeast 90.
`N#CCCN(C(=O)COC(=O)c1cc(S(=O)(=O)N2CCOCC2)ccc1Cl)c1ccc(F)cc1` gave LAP4-GFP MLPCN 91, procasp3 activ 2, proCasp7 act 4, MEP2-GFP yeast 93, AHR act 1, CR mimetic SO 100, GASC-1 inh -16 and RPL19A-GFP yeast 89.
